14-3-3 PPI – alters human 14-3-3 gamma binding to Raf peptide | P61981 | FP, 14-3-3gamma / TMR-pS259-Raf peptide binding | inhibition, % at 40 µM | 160,000 compounds, 0.19% hits | AID 422; in the data active = inhibition above about 30%;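 also: 0% = protein plus tracer without compound and 100% = blank with tracer alone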
Target sequence (P61981 whole entry, looked up): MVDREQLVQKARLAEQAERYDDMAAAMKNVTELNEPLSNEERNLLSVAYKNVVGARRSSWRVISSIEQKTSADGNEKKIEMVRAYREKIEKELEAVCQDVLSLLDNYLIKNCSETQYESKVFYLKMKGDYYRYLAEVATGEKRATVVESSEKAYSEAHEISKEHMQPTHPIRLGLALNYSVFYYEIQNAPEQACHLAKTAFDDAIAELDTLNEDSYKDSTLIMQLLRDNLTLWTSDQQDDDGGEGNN
Starred values were filed as active, the others as inactive; & = joins results of further samples.

structure | 14-3-3 PPI
Cc1ccccc1CSCc1ccc(C(=O)NC2CCCCCC2)o1 | -10
COc1ccc(C2CS(=O)(=O)CS(=O)(=O)C2)cc1OC | -5
Cc1cccc(C(=O)Nc2ccc(NC(=O)c3cccc4c(Br)cccc34)cc2)c1 | -3
COc1ccc(C)cc1S(=O)(=O)N(CC(=O)O)c1ccc(F)cc1 | 5
COc1ccc(S(=O)(=O)N2CCC(C(=O)N3CCC(Cc4ccccc4)CC3)CC2)cc1 | -6
O=C(NCc1ccccc1)c1ccc(CN(c2ccccc2)S(=O)(=O)c2ccccc2)cc1 | 2
Cc1cc(-n2c(SCC(=O)N3CCN(c4ccccc4)CC3)nc3ccsc3c2=O)ccc1Cl | 5
CCOc1ccccc1-c1nc(-c2ccc(NC(=O)c3ccc(Br)o3)cc2)no1 | 6
COc1cc(NC(=O)CN2CCN(S(=O)(=O)c3ccc(C(C)C)cc3)CC2)cc(OC)c1 | -2&-10
O=C(O)CN1C(=O)COc2cc(S(=O)(=O)N3CCCC3)ccc21 | 4
COc1ccc(Cl)cc1NC(=O)C1CSC(c2ccncc2)=N1 (stereo not drawn) | 4
CC(=O)Nc1ccc(NC(=O)Cn2cc3c(n2)CCCC3)cc1 | -12
NC1=NC(c2ccc(Br)cc2)n2c(nc3ccccc32)N1 (stereo not drawn) | -3
O=C1CC(NCC(O)c2ccccc2)C(=O)N1c1ccc(Br)cc1 (stereo not drawn) | -78
COc1ccc(CCN2C(=O)CC(Nc3ccc(N4CCOCC4)cc3)C2=O)cc1OC (stereo not drawn) | -2

The list continues:
structure | 14-3-3 PPI
COc1ccccc1CN(Cc1ccco1)S(=O)(=O)c1ccc(-n2cnnn2)c(OC)c1 | 4
O=C1C2=C(c3ccccc31)[N+](=O)[C@@H]1CCCC[C@@H]1N2[O-] | -1
COc1ccc(C)c(CN(C)C)c1 | -2
CCOC(=O)c1c(C)oc2cc(Br)c(OC(=O)c3ccco3)cc12 | -5
Cc1ccc(CNC(=O)c2ccc(Cn3c(=O)c4ccccc4n(CC(=O)c4ccccc4)c3=O)cc2)cc1 | -2
COC(=O)c1ccc(NC(=O)CN(C2CCCCC2)S(C)(=O)=O)cc1 | -2
O=C(c1cc2nc(-c3ccccc3)cc(C(F)(F)F)n2n1)N1CCOCC1 | -8
Cc1ccc(C2C3=C(CC(C)(C)CC3=O)N(c3ccc(F)cc3)C3=C2C(=O)CC(C)(C)C3)cc1 | -3
CCN1C(=O)CSc2ccc(C(=O)NCCc3ccc(Cl)cc3)cc21 | 5
Cc1cc(C)c(C#N)c(SCc2ccc(Br)cc2)n1 | 4
CCCCC(=O)Nc1ccc(Cl)cn1 | -3
Cc1nc(SCCO)c2oc3ccccc3c2n1 | -13
Cc1nnc(NC(=O)CSc2nnc(Cc3cccn3C)n2-c2cccc(C)c2C)s1 | 2
Cc1ccc(CSc2ccc(C(=O)N3CCOCC3)cc2[N+](=O)[O-])cc1 | 0
O=C1CCCc2nc(N3CCCCC3)sc21 | -6

New compounds follow
structure | 14-3-3 PPI
COCCn1c(=O)[nH]c2cc(C(=O)OC)ccc2c1=O | 0
Cn1c(C(=O)N2COCC2(C)C)cc2c(=O)n3ccccc3nc21 | -4
CCSc1nnc(NC(=O)Cc2ccc(OC)c(S(=O)(=O)N3CCOCC3)c2)s1 | -6
Cc1cc(O)c(-c2cc(C(=O)Nc3ccc(S(=O)(=O)N4CCOCC4)cc3)[nH]n2)cc1C | -8
Cc1sc2nc(-c3ccco3)oc(=O)c2c1C | 4
CC1(C)Oc2ccc(C(=O)NC3CCCC3)cc2N(CC(=O)NC2CCCCC2)C1=O | -6
Cc1cc(C)cc(N(CC(=O)NCc2ccco2)C(=O)CCC(=O)Nc2ccccn2)c1 | 0
O=C(/C=C/Nc1ccc(F)cc1)c1ccco1 | 6
COc1ccc(CNCCC2(c3ccccc3)CCOC(C(C)C)C2)cc1OC (stereo not drawn) | 4
CCCCN(C)C(=O)c1oc2ccc(S(=O)(=O)N3CCCCCC3)cc2c1C | -2&2
CCOC(=O)c1ccc(NC(=O)CSc2nccn2-c2cccc(C)c2C)cc1 | -2
COCCn1nnnc1CN1CCN(c2cccc(C(F)(F)F)c2)CC1 | -5
N=c1c(C(=O)NCc2ccccc2)cc2c(=O)n3ccccc3nc2n1CC1CCCO1 (stereo not drawn) | -20
CC(=O)c1ccc(C)cc1OC(=O)c1ccco1 | -12
COc1ccccc1NC(=O)Nc1nc(-c2cccnc2)nc2ccccc12 | -3

Additional results follow.
structure | 14-3-3 PPI
CN(C)c1ccc(C=Nc2ccc(C(=O)O)cc2)cc1 | -8
Cc1ccc(O)c(Nc2c([N+](=O)[O-])c(=O)oc3ccccc23)c1 | -29
O=C(Nc1ccccc1)c1ccc(NCC2CCCO2)c(S(=O)(=O)N2CCOCC2)c1 (stereo not drawn) | -8
Cc1ccc(-n2nnnc2SCCC#N)cc1Cl | -4
Cn1ncc2c1ncn1nc(COc3ccc4ccccc4c3)nc21 | -14
COc1ccc(C2C3=C(CC(C)(C)CC3=O)Oc3ncn(CCO)c(=N)c32)cc1OC (stereo not drawn) | 0
CN1C(=S)SC(N2OC3C(=O)N(c4ccccc4)C(=O)C3C2c2cccc([N+](=O)[O-])c2)C1(C)C (stereo not drawn) | -14
OC(CNc1ccc(I)cc1)Cn1c2ccccc2c2ccccc21 (stereo not drawn) | 4
CC(NC(=O)C1c2ccccc2Oc2ccccc21)c1ccccc1 (stereo not drawn) | 2
CCc1ccc(S(=O)(=O)N2CCCCC2)cc1 | -1
Cc1ccccc1N(CCN1C(=O)c2cccc3c(N4CCCCC4)ccc(c23)C1=O)C(=O)c1ccc(S(=O)(=O)N(C)C)cc1 | -42
O=C(CCCC(=O)OCC(=O)NC1CCCC1)Nc1ccccn1 | -6
COc1ccc(/C(O)=C2\C(=O)C(=O)N(CCN(C)C)C2c2cccc(OC)c2OC)cc1Cl (stereo not drawn) | 24
CC(=O)NC(=Nc1nc(C)c2cc(C)c(C)cc2n1)NC(C)=O | -2
CCOc1ccc(C(=O)N2CCN(c3ccccc3)CC2)cc1OCC | -4

Exported field by field: entries from further up.
SMILES: O=C(CCCC(=O)OCC(=O)NC1CCCC1)Nc1ccccn1
  14-3-3 PPI = -6

SMILES: Cc1ccccc1N(CCN1C(=O)c2cccc3c(N4CCCCC4)ccc(c23)C1=O)C(=O)c1ccc(S(=O)(=O)N(C)C)cc1
  14-3-3 PPI = -42

SMILES: O=C(Nc1ccccc1)c1ccc(NCC2CCCO2)c(S(=O)(=O)N2CCOCC2)c1 (stereo not drawn)
  14-3-3 PPI = -8

SMILES: Cn1ncc2c1ncn1nc(COc3ccc4ccccc4c3)nc21
  14-3-3 PPI = -14

Next part
structure | 14-3-3 PPI
CCOc1ccc(-n2c(=O)c3sccc3n(CC(=O)Nc3ccccc3C(=O)OC)c2=O)cc1 | -8
Cc1ccc(-c2ccc(=O)n(CC(=O)NCCN(C)C)n2)cc1 | 1&-2
O=C(NCCO)c1cccc2c1C(=O)c1ccccc1-2 | -10
O=S(=O)(c1ccc(-c2ccccc2)cc1)N1CCSC1c1ccc(Br)cc1 (stereo not drawn) | -5
C=CCOc1ccc(C2C(C(=O)c3cccs3)=C(O)C(=O)N2Cc2cccnc2)cc1 (stereo not drawn) | 2
Cc1cc(Br)ccc1NC(=O)c1sc2ncn(CC(=O)N3CCCC3)c(=O)c2c1C | -121
CCCCOC(=O)Nc1ccc(C(=O)OC)cc1 | -4
Cc1cc(C)c2nc(NC3=NCN(CCN4CCOCC4)CN3)nc(C)c2c1 | -12
C=C(C)c1cccc(C(C)(C)NC(=O)N2CCN(CC(N)=O)CC2)c1 | -6
O=C(CNS(=O)(=O)c1cccs1)N1CCc2ccccc2C1 | -1&-6
O=S(CCc1ccncc1)Cc1ccccc1 (stereo not drawn) | 17&-7
O=C(O)CSc1cc(NS(=O)(=O)c2ccccc2)c2ccccc2c1O | -25
CCn1c2ccccc2c2nnc(SCC(=O)Nc3ccc4c(c3)OCO4)nc21 | -8
CCN1C2=NCCCN2c2ccccc21 | -2
COc1cccc2c1OC(c1ccc3c(c1)OCO3)C([N+](=O)[O-])=C2 (stereo not drawn) | -20

Random excerpt: five compounds from above, in no set order.
structure | 14-3-3 PPI
C=C(C)c1cccc(C(C)(C)NC(=O)N2CCN(CC(N)=O)CC2)c1 | -6
O=S(=O)(c1ccc(-c2ccccc2)cc1)N1CCSC1c1ccc(Br)cc1 (stereo not drawn) | -5
C=CCOc1ccc(C2C(C(=O)c3cccs3)=C(O)C(=O)N2Cc2cccnc2)cc1 (stereo not drawn) | 2
CCN1C2=NCCCN2c2ccccc21 | -2
COc1cccc2c1OC(c1ccc3c(c1)OCO3)C([N+](=O)[O-])=C2 (stereo not drawn) | -20

Additional entries
structure | 14-3-3 PPI
COc1ccc(Cl)cc1NC(=O)Cn1cnc2sc(C)c(S(=O)(=O)N3CC(C)CC(C)C3)c2c1=O (stereo not drawn) | -1
COc1ccc2cc3c(N)nn(C(=O)Cc4ccccc4OC)c3nc2c1 | 3
COC(=O)Cn1c(C)nc2c(sc3nc(C)cc(C)c32)c1=O | -1
Cc1onc(-c2ccccc2Cl)c1C(=O)NCc1ccc(N2CCCC2=O)cc1 | 1
O=C(CSc1ncn[nH]1)c1ccco1 | 3
CN(C)c1ccc(-c2nc3ccccn3c2N=Cc2ccc(Cl)c([N+](=O)[O-])c2)cc1 | -83
C=C(C)Cn1c(SC)nc2sc3c(c2c1=O)CCC(C(C)(C)C)C3 (stereo not drawn) | 8
CCc1cc2c(C)cc(=O)oc2cc1OCC(=O)c1ccc(C)cc1 | -43
O=C(Oc1ccccc1)OC1CCS(=O)(=O)C1 (stereo not drawn) | -18
Cc1ccc(-c2nnn(Cc3nc4ccccc4s3)n2)cc1 | 7
COC(=O)C1=CN(C23CC4CC(CC(C4)C2)C3)C=C(C(=O)OC)C1c1cccc([N+](=O)[O-])c1 | -3
O=C(c1ccccc1C(=O)N1CCOCC1)N1CCOCC1 | -2
CC(C)(C)OC(=O)NCC(=O)N1CCC(C(=O)O)CC1 | -3
O=C(CCN1C(=O)COc2ccccc21)NCCc1ccccc1 | -7
CCOC(=O)c1ccc(CNCc2ccc(C)cc2)cc1 | -1

Next entries:
structure | 14-3-3 PPI
CCN(CCCNC(=O)CC1Oc2ccc(C)cc2NC1=O)Cc1ccccc1 (stereo not drawn) | -2
CCOC(=O)CSc1nc(NCc2ccc(Cl)cc2)c2ccccc2n1 | 10
Cc1cccn2c(=O)c3cc(C(=O)NC4CCCCC4)c(=N)n(CCc4ccccc4)c3nc12 | 7
COC(=O)c1ccc(OCC(O)Cn2c[n+](C)c3cc(C)c(C)cc32)cc1 (stereo not drawn) | -5
CCCCN(C)CCNS(=O)(=O)c1ccc2c(c1)oc(=O)n2C | -13
O=c1[nH]c(/C(=N\O)c2ccccc2)no1 | -8
CCOc1ccccc1NC(=O)C1=C(C)NC(=O)NC1c1cc(OC)c(OC)c(OC)c1 (stereo not drawn) | -6
O=c1oc2ccc(Br)cc2cc1-c1cn2c(n1)sc1ccccc12 | 0
CCOc1ccc2sc(NC(=O)c3cc4ccccc4oc3=O)nc2c1 | -4
COc1cc(C(=O)NCC(c2cccnc2)N2CCN(c3ccccc3)CC2)cc(OC)c1OC (stereo not drawn) | -5
CCOC(=O)c1cccc(Nc2cc(N3CCN(CC)CC3)c3noc4c3c2C(=O)c2ccccc2-4)c1 | -307
COc1cccc(C(=O)N(CN2CCCC2=O)c2cc(C)on2)c1 | -5
CCOc1ccc(C2C(N3C(=O)c4cccc([N+](=O)[O-])c4C3=O)C(=O)N2c2ccc(C)c(Cl)c2)cc1 (stereo not drawn) | -2
O=C(CCc1ccccc1)Nc1nc2n(n1)C(c1ccc(Cl)cc1)CC(=O)N2 (stereo not drawn) | -1
COc1ccc(OCC(=O)N(c2ccccc2)C(C)C)cc1 | -3

(cont.)
structure | 14-3-3 PPI
CCCn1c(SC(C)C(=O)OCC)nc2c1c(=O)[nH]c(=O)n2C (stereo not drawn) | 13
CCOc1ccc(N2CC(C(=O)NCCc3ccc(OC)c(OC)c3)CC2=O)cc1 (stereo not drawn) | 0
Cn1c(=NC(=O)c2ccc(S(=O)(=O)N3CCCC3)cc2)sc2cc(Cl)ccc21 | -2
O=C(Oc1ccc2c(c1)oc(=O)c1ccccc12)c1ccccc1 | 0
CCOCc1cc(C2NC(=O)NC(C)=C2C(=O)OCC)ccc1OC (stereo not drawn) | -7
CCOC(=O)CNc1ncnc(N)c1[N+](=O)[O-] | -6
COc1ccc(NC(=O)c2cc(-c3ccc(Br)cc3)nc3c(C)cccc23)cc1 | -28
O=C(Nc1ccc2c(c1)C(=O)c1ccccc1C2=O)c1ccccc1F | -41
CCC(C)OC(=O)C1=C(C)NC2=C(C(=O)C(C(=O)OC)C(C)C2)C1c1coc2ccc(C)cc2c1=O (stereo not drawn) | 2
COc1ccc(N2C(=O)CSC2c2cccc(Oc3ccccc3)c2)cc1Cl (stereo not drawn) | -12
COc1ccc(C(=O)CSc2nnc(C(CO)NC(=O)c3ccc(OC)cc3)n2C)cc1 (stereo not drawn) | -1
CCCn1c(NCc2ccco2)nc2ccccc21 | -1
CCc1ccc(NC(=O)c2cc3nc(-c4cccs4)cc(C(F)(F)F)n3n2)cc1 | -13
O=C(NC1CC1)c1cccnc1SCc1cccc(F)c1 | 3
O=C1c2ccccc2C(=O)N1CCCCN(C(=O)c1ccc(I)cc1)c1ccc(Cl)cc1 | -3

New compounds follow.
structure | 14-3-3 PPI
O=[N+]([O-])c1cc(C=Nc2ccc3c(c2)oc2ccccc23)ccc1N1CCCC1 | -7
CCOC(=O)c1cnc2sc3c(n2c1=O)CCCC3 | -28
Cn1c(-c2nonc2NC(=O)c2ccc(C(C)(C)C)cc2)nc2ccccc21 | -5
CC1CC(C)CN(S(=O)(=O)c2ccc(C(=O)Nc3ccc(-c4nc5ccccc5s4)c(O)c3)cc2)C1 (stereo not drawn) | -14
COc1ccc(C2CC(C(F)(F)F)n3ncc(C(=O)NCc4ccccc4Cl)c3N2)cc1OC (stereo not drawn) | -12

Bioassay records from PubChem BioAssay.

The list is partial; the hit share may differ from the screen's.
